ERp5 inh = blocks human ERp5 reductase activity on insulin | Q15084 | ERp5 insulin aggregation, absorbance 650 nm, 90 min | inhibition, % at 9.99 µM | AID 651711 | hit rate 0.05% among 350,000;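 active = mean replicate inhibition above about 25%, with every replicate also reaching it, limit read from the data, passing the limit was not always enough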
E-selectin induc = E-selectin induction on HUVECs. AID 686992. HUVEC E-selectin immunofluorescence imaging; normalized: neutral wells 0, TNF-alpha wells 100. activation, % at 7.58 µM. P16581. hit rate 0.37% among 260,000;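 active = mean E-selectin-positive cell signal at least 10% of the positive control, reached in at least 60% of replicates, without over 20% cell loss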;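 note: in these data hits start at about 27%; measured in HUVEC primary endothelial cells; signal is the percent of cells scored E-selectin positive by PE staining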
Target sequence (P16581 whole entry, looked up): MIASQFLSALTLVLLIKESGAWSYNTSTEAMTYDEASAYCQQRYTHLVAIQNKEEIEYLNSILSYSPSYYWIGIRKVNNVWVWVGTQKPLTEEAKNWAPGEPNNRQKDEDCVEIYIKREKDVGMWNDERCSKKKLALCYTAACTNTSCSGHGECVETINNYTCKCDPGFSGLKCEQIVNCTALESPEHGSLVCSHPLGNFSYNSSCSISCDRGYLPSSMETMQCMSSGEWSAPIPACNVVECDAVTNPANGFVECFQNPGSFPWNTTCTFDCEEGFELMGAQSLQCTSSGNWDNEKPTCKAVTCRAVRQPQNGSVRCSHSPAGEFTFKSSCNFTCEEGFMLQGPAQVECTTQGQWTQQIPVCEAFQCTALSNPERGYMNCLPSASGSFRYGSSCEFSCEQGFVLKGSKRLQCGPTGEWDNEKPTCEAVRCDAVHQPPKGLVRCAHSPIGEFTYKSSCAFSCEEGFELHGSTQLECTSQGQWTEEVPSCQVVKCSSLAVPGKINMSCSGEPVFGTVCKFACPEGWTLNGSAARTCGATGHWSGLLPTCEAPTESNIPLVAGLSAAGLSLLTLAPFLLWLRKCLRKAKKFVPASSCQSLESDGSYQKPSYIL
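Material: HUVEC primary endothelial cells; Amount: 3,000 cells per well; Dosing: single concentration; Medium: EGM-2 growth medium on 0.1% gelatin-coated wells; Read-out basis: percent E-selectin-positive cells; Signal: immunofluorescence imaging; Control set: TNF-alpha, DMSO.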
RAD54 inh = RAD54 (human) branch migration inhibition | inhibition, % at 10.4 µM | AID 602329 | RAD54 Holliday junction branch migration, FAM/BHQ fluorescence | Q92698 | hit rate 0.14% among 360,000;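 active = mean normalized replicate activity at least 40 and at least half of replicates scoring 40 or more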;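 note: 0% = median of neutral control wells and 100% = median of positive control wells; inhibitors cause a drop in the FAM fluorescence signal; in these data hits start at about 50%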
S100A4 MyoIIA = S100A4-myosin IIA interaction inhibition | S100A4/TAMRA-MyoIIA peptide fluorescence polarization | hit rate 0.14% among 360,000 | P26447 | inhibition, % at 10.7 µM;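 active = mean inhibition of at least 70% across replicates, with every replicate also reaching that level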
Target sequence (P26447 whole entry, looked up): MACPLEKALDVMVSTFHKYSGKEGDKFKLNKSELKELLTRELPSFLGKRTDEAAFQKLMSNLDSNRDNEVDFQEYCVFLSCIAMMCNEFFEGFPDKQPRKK
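Test system – S100A4 monomer (human) · Compound – single-point compound testing · Schedule – 5 min incubation before reading · Probe or stimulus – TAMRA-labelled myosin IIA heavy-chain peptide probe, 5 nM · Benchmarks – neutral control DMSO, positive control TFP · Medium – Calcium-containing HEPES buffer, pH 7.2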
RAD52 anneal inh = inhibitors of human RAD52 DNA annealing; recombinant RAD52 DNA annealing, FRET fluorescence; inhibition, % at 18.7 µM; hit rate 0.46% among 360,000;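 active = every replicate showing at least 50% inhibition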
Target sequence (P43351 whole entry, looked up): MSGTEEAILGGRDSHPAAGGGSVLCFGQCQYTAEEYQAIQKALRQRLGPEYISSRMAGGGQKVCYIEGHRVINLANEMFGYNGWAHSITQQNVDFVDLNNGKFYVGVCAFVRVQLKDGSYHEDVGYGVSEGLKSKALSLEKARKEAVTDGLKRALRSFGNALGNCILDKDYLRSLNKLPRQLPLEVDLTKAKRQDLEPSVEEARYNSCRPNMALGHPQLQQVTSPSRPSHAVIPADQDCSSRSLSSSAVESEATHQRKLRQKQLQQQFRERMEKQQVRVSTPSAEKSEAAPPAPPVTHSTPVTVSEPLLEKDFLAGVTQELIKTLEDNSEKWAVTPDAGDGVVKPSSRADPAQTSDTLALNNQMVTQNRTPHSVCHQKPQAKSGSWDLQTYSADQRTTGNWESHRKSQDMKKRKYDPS
esBAF inh = blocks esBAF chromatin remodeling in mouse ES cells. Bmi1-luciferase knock-in reporter, 24 h; 100% = twice the neutral-well signal. reporter increase, % at 12.5 µM. hit rate 2% among 350,000. AID 602393; in the data active = activation above about 40%;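 note: 0% = median of the plate's neutral control wells and 100% = double that signal; a rise in the Bmi1 reporter signal indicates esBAF inhibition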
ERAP1 HTS inh = inhibitors of human ERAP1 aminopeptidase. inhibition, % at 10.7 µM. Q9NZ08. hit rate 0.15% among 340,000. recombinant ERAP1, Leu-AMC fluorescence, 60 min;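 active = mean replicate inhibition of at least 30%, or all replicates individually reaching that 30% level; inactive = mean below 30% and not every replicate reaching it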;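 note: 0% = neutral control wells and 100% = L-leucinethiol positive control wells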
XiGFP reactiv = X-chromosome reactivation activator; XiGFP mouse fibroblasts, % GFP-positive cells imaging, 3 d; cells co-treated with 5-aza-dC sensitizer; scaled so ellipticine positive control = 100%; activation, % at 7.58 µM; hit rate 0.055% among 360,000; AID 743238;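 active = mean normalized replicate activation at least 10% and every replicate at or above 10%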;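 note: 0% = median of on-plate neutral control wells and 100% = ellipticine 6 µM median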
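System: 68-5-11 XiGFP fibroblast line | Buffer or medium: DMEM containing 5-aza-dC | Compound: Single point | Times: Compounds 3 days, fix/stain 15 min at room temperature | Benchmarks: Positive control ellipticine, 6 µM final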
Numbers without * were called inactive; . = no result given; & = joins results of further samples.

Preview (2 entries):
SMILES	ERp5 inh	E-selectin induc	RAD54 inh	S100A4 MyoIIA	RAD52 anneal inh	esBAF inh	ERAP1 HTS inh	XiGFP reactiv
CN(C)C(=O)C[C@H]1CC[C@H]2[C@@H](COC[C@@H](O)CN2C(=O)C2CCCC2)O1	.	0.2	5	.	.	5	.	-0.1
Cc1cccc(C)c1NC(=O)C(c1ccccc1)N1CCN(C)CC1 (configuration not stated)	-2	0.2	.	5	-10	.	.	0.1

The listing, repeating the preview:
SMILES	ERp5 inh	E-selectin induc	RAD54 inh	S100A4 MyoIIA	RAD52 anneal inh	esBAF inh	ERAP1 HTS inh	XiGFP reactiv
CN(C)C(=O)C[C@H]1CC[C@H]2[C@@H](COC[C@@H](O)CN2C(=O)C2CCCC2)O1	.	0.2	5	.	.	5	.	-0.1
Cc1cccc(C)c1NC(=O)C(c1ccccc1)N1CCN(C)CC1 (configuration not stated)	-2	0.2	.	5	-10	.	.	0.1
COCCNC(=O)c1cc(-c2ccccc2)nn1Cc1cc(C)no1	-2	3.6	1	-8	0	-8	.	-0.1
CN1CCCN(Cc2cccc3ccccc23)CC1	6	0.0	-1	2	-14	-10	-1	0.1
O=C(O)c1cc(NC(=O)c2ccc3c(c2)C(=O)N(Cc2ccccc2)C3=O)cc(C(=O)O)c1	0	-0.7	-22	-5	-19	-12	0	0.0
C[C@H]1CN([C@@H](C)CO)C(=O)CCCn2nncc2CO[C@@H]1CN(C)C(=O)c1ccncc1	-2&0	1.6&0.2	-7&-5	0&2	6&10	-6&2	9&1	-0.1&-0.2
O=C(CN1N=C(c2ccccc2)CCC1=O)NCc1ccccc1	3	4.1	.	-14	-22	.	-1	0.0
CCOC(=O)C1CCCN(C(=O)c2cc(C(C)(C)C)nn2C)CC1 (configuration not stated)	7	-0.1	5	-2	-23	-1	-3	-0.1
O=c1cc(O)n(-c2ccccc2F)c(=S)[nH]1	1	.	5	-70	-126	-4	-2	.
CCOC(=O)C1CCN(C(=O)Nc2c(-c3ccccc3)noc2C)CC1	0	0.1	-6	9	2	0	-1	0.0
O=C1c2ccccc2C(Nc2ccc(S(=O)(=O)N3CCCCC3)cc2)N1Cc1ccco1 (configuration not stated)	1	-0.5	-1	4	-17	-31	9	-0.1
CC(=O)N(c1ccc(Br)cc1)C1C=CS(=O)(=O)C1 (configuration not stated)	-1	.	-9	1	-4	-3	.	0.0
CO[C@@H]1CN(C)C(=O)c2cc(NC(=O)C3CCOCC3)ccc2OC[C@@H](C)N(Cc2nccs2)C[C@H]1C	-10	0.4	-9	-16	0	-7	1	-0.4
C[C@H](CO)N1C[C@H](C)[C@H](CN(C)C(=O)C2CCCCC2)OCc2cnnn2CCCC1=O	5&-1&5	5.8&0.3	3&5	1&4&-5	-7&8&-3	-1&1	0&-4	0.1&-0.7
O=S(=O)(Nc1ccccc1)N1CCCCC1	1	-0.1	-7	-4	3	.	-1	0.0
Cc1cccc(-c2nc3c(s2)CCc2onc(-c4ccc(Br)cc4)c2-3)c1	5	.	-3	-4	-37	5	1	0.0
O=c1[nH][nH]c(=O)c2c1[nH]c(=S)n2Cc1ccccc1	-2	-0.1	-6	4	-3	5	-1	0.0
Cc1ccc(C(=O)NCc2ccccc2)c(F)c1F	6	1.6	.	8	-5	.	3	0.0
O=C(Nc1ccccc1Cl)c1cc(C2CCCN(C(=O)CCCc3ccccc3)C2)on1 (configuration not stated)	3	0.1	-8	2	-3	7	-4	0.2
CCOC(=O)c1[nH]c(C)c(C(=O)N2CCCC(Nc3ccc(C)c(C)c3)C2)c1C (configuration not stated)	3	.	-6	0	-6	4	1	0.0
Cc1nc(N2CCN(c3ccc(Cl)cc3)CC2)[nH]c(=O)c1C	-1	.	-7	-10	-3	-1	5	0.2
CC/C(=N\NC(=O)c1ccccc1Cl)c1ccc(Br)s1	0	-0.4	0	-1	-3	.	-1	0.0
N#Cc1c(N2CCCCC2)nc(N)c2c(N)nc3c(c12)CC(CCl)O3 (configuration not stated)	7	0.3	.	-11	-9	.	3	0.1
C[C@H]1CN([C@@H](C)CO)S(=O)(=O)c2ccc(C#CC3CC3)cc2O[C@H]1CN(C)Cc1cccnc1	3	0.1	4	-1	-1	1	0	-0.2
COc1cc(CNc2ncnc3c2ncn3[C@H]2CN(Cc3cccc4ccccc34)C[C@@H](CO)O2)cc(OC)c1OC	-1	-0.4	-5	-4	-14	18	11	-0.1
C[C@@H]1CN([C@@H](C)CO)C(=O)Cc2cc(NS(=O)(=O)c3cn(C)cn3)ccc2O[C@@H]1CN(C)C(=O)Nc1ccc(C(F)(F)F)cc1	4	.	.	-12	6	2	6	-0.9
CN(C)CC(=O)N[C@@H]1CC[C@H](CCn2cc(C3CCCC3)nn2)O[C@H]1CO	-1	-0.1	-3	-5	1	2	-1	0.1
COc1ccc(NC(=O)c2ccco2)cc1S(=O)(=O)N1CCOCC1	2	.	5	-3	-4	-4	3	0.1
Cc1ccc([N+](=O)[O-])cc1S(=O)(=O)NCC1COc2ccccc2O1 (configuration not stated)	6	1.1	13	1	-14	-10	3	0.0
CCOc1ccc(NC(=O)CN(c2cc(C)cc(C)c2)S(=O)(=O)c2c(C)noc2C)cc1	-16	.	-2	-3	-8	-1	1	0.4

Shown in markdown: entries from further up
| Molecule | ERp5 inh | E-selectin induc | RAD54 inh | S100A4 MyoIIA | RAD52 anneal inh | esBAF inh | ERAP1 HTS inh | XiGFP reactiv |
| --- | --- | --- | --- | --- | --- | --- | --- | --- |
| Cc1nc(N2CCN(c3ccc(Cl)cc3)CC2)[nH]c(=O)c1C | -1 | . | -7 | -10 | -3 | -1 | 5 | 0.2 |
| CC/C(=N\NC(=O)c1ccccc1Cl)c1ccc(Br)s1 | 0 | -0.4 | 0 | -1 | -3 | . | -1 | 0.0 |
| N#Cc1c(N2CCCCC2)nc(N)c2c(N)nc3c(c12)CC(CCl)O3 (configuration not stated) | 7 | 0.3 | . | -11 | -9 | . | 3 | 0.1 |

Continuation:
SMILES	ERp5 inh	E-selectin induc	RAD54 inh	S100A4 MyoIIA	RAD52 anneal inh	esBAF inh	ERAP1 HTS inh	XiGFP reactiv
CC(C)OC(=O)C(C)Nc1n[nH]c(=S)[nH]c1=O (configuration not stated)	5	.	.	6	17	.	-1	0.0
CCc1nc2ccc(C(=O)Nc3cccc(NS(C)(=O)=O)c3)cn2c1N(CC)Cc1cccc(Br)c1	-5	.	-3	-2	-17	-4	2	0.0
CCOc1ccc(NC(=S)N2CCN(S(=O)(=O)c3ccc(OC)cc3)CC2)cc1	1	.	7	0	-9	2	3	0.2
CC1=C(C(=O)N(C(C)C)C(C)C)CC(CC(=O)NCc2cccs2)C(=O)N1Cc1ccc(C(C)(C)C)cc1 (configuration not stated)	2	0.0	-20	4	-18	3	1	-0.2
O=C(C[C@H]1CC[C@@H](NC(=O)c2ccc(F)cc2)[C@@H](CO)O1)NCc1ccncn1	2	0.5	-3	9	0	-1	1	-0.2
Cc1cc(C)c(C(=O)CSc2n[nH]c(-c3ccncc3)n2)c(C)c1	-7	.	.	-9	-16	.	14	0.1
COCCN(C(=O)c1ccco1)c1nc(-c2ccccc2)cs1	2	.	-14	-2	-15	35	-3	0.1
CC(=O)c1ccc(NC(=O)COC(=O)C2CC3C=CC2C3)cc1 (configuration not stated)	1	3.4	4	-1	-7	17	1	0.2
C[C@H]1CN([C@@H](C)CO)C(=O)c2cc(-c3cccc(F)c3)cnc2O[C@H]1CN(C)S(=O)(=O)c1cccc(F)c1	-4	0.3	5	-2	5	.	0	0.0
Cc1cccc(-c2c(NC(=O)c3ccco3)oc3ccc(Cl)cc3c2=O)c1	1	0.4	3	0	-12	-11	4	0.1
COc1ccc(N2C(=O)c3n[nH]c(C)c3C2c2ccc(F)cc2)cc1 (configuration not stated)	0	0.2	.	-8	-7	.	1	0.7
O=C(CCl)N1CCN(S(=O)(=O)c2ccc3c(c2)CCC3)CC1	-3	0.8	-8	-1	-10	-21	10	0.6
Cc1ccccc1S(=O)(=O)N1CC[C@@H]2[C@@H](CO)Nc3ccc(-c4cccc(F)c4)cc3[C@@H]21	0	3.4	9	7	-24	-4	-2	-0.1
Cc1ccnc(Nc2nc(-c3ccc(Cl)cc3)cs2)c1	-4	.	0	-1	-2	67*	0	0.0
c1ccc2c(c1)CCCN2c1nc(N2CCOCC2)nc(N2CCOCC2)n1	1	0.3	1	-7	-5	-3	6	0.2
Cn1ccc2c(N3CCOCC3)cc3c(c21)C1CCC3C1 (configuration not stated)	1	-0.2	-12	0	-10	0	0	0.0
C[C@H](CO)N1C[C@H](C)[C@@H](CN(C)S(=O)(=O)c2ccccc2)Oc2c(NC(=O)c3ccc(-c4nccs4)cc3)cccc2C1=O	14	0.1	8	-14	5	-1	-2	0.0
CCOc1ccc2nc(NC(=O)C3CSC4(C)CCC(=O)N34)sc2c1 (configuration not stated)	-22	.	1	0	-4	12	-7	-0.1
CCOC(=O)CN1C(=O)/C(=C/c2c(F)cccc2Cl)Oc2ccccc21	3	3.4	.	-7	-2	.	0	0.0
CCOC(=O)Cc1nn(CC)c(=O)c2ccccc12	-3	.	.	-4	-15	.	1	0.0
O=C(CN1CCOCC1)N[C@H]1CC[C@@H](CCNC(=O)C2CCCC2)O[C@@H]1CO	2	0.0	-8	3	-5	-4	-2	-0.1
CCC(C)NC(=O)c1cc(-c2cccs2)nc2ccccc12 (configuration not stated)	1	.	-9	-1	-6	1	2	0.0
OCc1nc2ccccc2n1CCCc1ccccc1	1	3.7	2	-10	-6	0	-1	0.1
COc1ccc(C2=Nn3c([n+](C)c4ccccc43)SC2)cc1	-5	1.1	.	0	21	.	-1	0.0
Cc1ccc(S(=O)(=O)N2CCC(=O)N([C@H](COCc3ccc(Cl)c(Cl)c3)Cc3ccccc3)CC2)cc1	1	1.1	.	8	-25	.	.	0.0
CO[C@H]1CN(C)C(=O)c2cc(NC(=O)C3CCC3)ccc2OC[C@@H](C)N(C)C[C@H]1C	3	0.3	5	-1	-1	-1	.	-0.2
CCn1c(SCC(=O)Nc2ccc(F)cc2)nnc1-c1cnccn1	3	.	-6	3	-9	0	-1	0.0
Cc1ccc(CN2C(=O)CSC2c2ccccc2F)cc1 (configuration not stated)	1	0.9	-5	-4	-7	-4	0	-0.1
CS(=O)(=O)NNC(=O)c1csc(Cc2c(Cl)sc3ccc(Cl)cc23)n1	8	63*	.	-7	-18	.	.	0.2
COc1ccc(/C=C/C(=O)OCC(=O)N2CCCC2)c(OC)c1	-5	0.1	5	5	-7	1	3	0.6
CCOc1ncccc1C(=O)Nc1ccc(-c2ccc3nnc(C)n3n2)cc1	-4	.	.	-7	-19	.	-3	-0.1
COc1cc2c(cc1OC)CN(C(=O)/C=C/c1cccs1)CC2	-17	-0.3	.	-5	-58	.	.	0.0
CC(=O)Nc1ccc(/C=N/NC(=O)c2cc(-c3ccco3)nc3ccccc23)cc1	-1	.	-10	-5	-21	-4	0	-0.1
Cc1[nH]nc2c1C(c1cccs1)C1=C(CC(C)(C)CC1=O)N2 (configuration not stated)	-5	4.0	.	2	-10	.	-2	0.2
COc1cc(-c2nc3ccc(N4CCN(C)CC4)cc3[nH]2)cc(OC)c1OC	-1	0.2	.	-10	29	.	0	0.0
COc1ccc(/C=C(/NC(=O)c2ccc(Br)cc2)C(=O)Nc2cccc(C(=O)O)c2)cc1	-1	0.1	.	1	-6	.	-40	-0.1
O=C(O)/C=C/c1ccc(S(=O)(=O)N(CCO)CCO)cc1	2	.	.	4	-9	.	2	0.3
CC(Oc1ccc(C(C)(C)C)cc1)C(=O)NC1CC(C)(C)NC(C)(C)C1 (configuration not stated)	3	0.1	-5	-2	4	.	-3	-0.1
O=C(NC[C@@H]1[C@@H](c2ccccc2)[C@H](CO)N1Cc1ccccn1)C1CC1	.	-0.1	-1	.	.	1	.	0.1
